# NFkB transloc pot – enhances IL-1B driven NFkB nuclear translocation; HUVEC IL-1B NFkB p65 nuclear translocation imaging; activation, % at 2 µM; actives 0.3% (n = 94,000);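 active = activation above 40%, about the mean plus 3 SD, also judged a hit on visual image review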;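 also: percent activation is computed from the nuclear over cytoplasmic p65 intensity ratio; values of inactives mirror those of a sister screen read the other way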
# MRP resist rev – reverses drug resistance mediated by MRP; H69AR cells + 2 uM doxorubicin, CellTiter-Glo, 72 h; differential viability (reversal), % at 10 µM; actives 0.04% (n = 85,000); AID 602;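 active = viability drop by adding the cancer drug above about 55%, with treated viability meeting a 40% cutoff, limit read from the data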;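 also: viability without doxorubicin minus viability with 2 µM doxorubicin for each compound; larger differential means the compound sensitizes cells more to doxorubicin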
# PLAP inhibitors HTS – PLAP enzyme inhibitors, biochemical, luminescence, HTS (AID 690) | purified PLAP, luminescent substrate; higher % means a stronger effect | inhibition, % at 20 µM; hits with a dose series show IC50 in µM | actives 0.08% (n = 96,000); in the data active = a potency from the dose series; inactive = the rest, 99 in 100 with inhibition below about 30%; also: strong numbers were not always called active
# NFkB transloc inh – blocks IL-1B driven NFkB nuclear translocation in HUVEC cells | actives 0.43% (n = 94,000) | HUVEC IL-1B NFkB p65 nuclear translocation imaging | inhibition, % at 2 µM;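 active = inhibition above about 30% together with a positive call from visual inspection of the well image, limit read from the data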;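 also: nuclear over cytoplasmic p65 intensity ratio measured by imaging; 0% = IL-1B stimulated DMSO wells and 100% = unstimulated DMSO wells; values of inactives mirror those of a sister screen read the other way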
# Bcl-B TR3 displacers – displacers of TR3 peptide from Bcl-B, primary screen, selectivity assay for Bfl-1 inhibitor project, biochemical, fluorescence polarization; FP displacement of FITC-TR3 peptide from Bcl-B; higher % means a stronger effect; one-dose displacement, % at 20 µM; IC50 in µM for titrated hits; actives 0.11% (n = 96,000); AID 748;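 active = displacement above 50% at 20 µM plus a fluorescence interference ratio under 1.5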;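 also: plate controls were wells without compound for no effect and wells lacking Bcl-B protein for full effect; a part of the inactive calls stands beside numbers as strong as those of hits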
# MRP resist rev cytotoxicity – further read-out of MRP resist rev, marked with its call; viability, %; H69AR cells, CellTiter-Glo, 72 h; measured here: cytotoxicity without doxorubicin
# MRP resist rev with doxorubicin – second read-out of MRP resist rev, no call of its own (marks repeat the call); viability, %; measured here: viability with 2 uM doxorubicin; active compounds read low
# NFkB transloc inh cell count 2 µM – recorded beside NFkB transloc inh, whose call it bears; cell count; measured here: cells passing quality filter;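 raw number of nuclei counted in each imaged well without normalization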
# NFkB transloc pot cell count 2 µM – second read-out of NFkB transloc pot, no call of its own (marks repeat the call); cell count; measured here: cells passing quality filter
# * hit, by the source's call; . = no result given. The list is partial, so the mix of outcomes need not match the whole.
1. COc1ccc(CN2CC3CC(C2)c2cccc(=O)n2C3)cc1OC (centres undefined)
2. O=c1[nH]c(=O)n(CCc2ccc(F)cc2)c(O)c1C=NCCCN1CCOCC1
3. CN1C(=O)N(C)C(=O)C2(Cc3c(ccc4ccccc34)N(C)C2)C1=O
4. CCN(CC)C(=O)c1ccc(NC(=O)CSc2nnnn2-c2cc(OC)ccc2OC)cc1
5. CCOc1cccc(OCC)c2c(C)[n+](CC3CCCO3)c(C)c1-2 (centres undefined)
6. CCCCN=Cc1c(O)n(-c2c(C)cc(C)cc2C)c(=O)[nH]c1=O
7. NCCc1c[nH]c2ccc(F)cc12
8. O=c1c2cc(Cl)cc(Cl)c2nc(CN2CCOCC2)n1-c1ccccc1F

entry no.,1,2,3,4,5,6,7,8
NFkB transloc pot,-1.9,-5.2,-6.1,5.5,3.0,-6.6,-13.0,-16.0
MRP resist rev,12.5,6.2,13.6,-0.2,-10.4,4.3,-2.5,-7.3
NFkB transloc inh cell count 2 µM,151,135,117,95,139,143,128,151
Bcl-B TR3 displacers,6.9%,-4.1%,-2.8%,-4.4%,0.9%,-4.2%,-3.1%,-0.1%
PLAP inhibitors HTS,-7.0%,-10.8%,-34.6%,-40.7%,-5.2%,15.7%,7.6%,-30.2%
MRP resist rev cytotoxicity,109.0,101.1,93.6,91.2,32.1,92.7,85.6,87.4
MRP resist rev with doxorubicin,96.5,94.9,80.0,91.4,42.5,88.4,88.0,94.7
NFkB transloc inh,1.9,5.3,6.1,-5.5,-3.0,6.6,13.0,16.0
NFkB transloc pot cell count 2 µM,151,135,117,95,139,143,128,151

9. CCc1sc(C(=O)N2CCC3(CC2)OCCO3)cc1Br
10. COC(=O)c1ccccc1-n1c(C)nc2ccccc2c1=O
11. COc1ccc(N2C(=O)CC(=O)NC2=O)cc1
12. CCN(CC)CCCN=Cc1c(O)n(CCc2ccc(F)cc2)c(=O)[nH]c1=O
13. C=CCn1c(O)c(C(C)=Nc2ccc(C(=O)OCC)cc2)c(=O)[nH]c1=O
14. CN1CCC(N(C)Cc2cccnc2)CC1
15. CCOC(=O)c1cc(C(O)(C(=O)OC)C(F)(F)F)c(/N=C/N(C)C)o1 (centres undefined)
16. CCN(CC)C(=O)c1ccc(NC(=O)c2cccc(F)c2)cc1

entry no.,9,10,11,12,13,14,15,16
NFkB transloc pot,.,-2.1,-11.2,13.0,2.6,-4.7,18.1,10.5
MRP resist rev,6.3,-14.1,8.7,-10.9,-11.4,-7.7,.,.
NFkB transloc inh cell count 2 µM,.,119,83,139,98,190,151,185
Bcl-B TR3 displacers,-0.9%,.,-3.5%,12.0%,-8.5%,-6.4%,-8.2%,0.9%
PLAP inhibitors HTS,-52.0%,.,7.1%,-19.4%,3.2%,3.2%,5.7%,20.0%
MRP resist rev cytotoxicity,88.2,88.1,92.4,95.8,84.5,100.5,.,.
MRP resist rev with doxorubicin,81.9,102.2,83.8,106.7,95.9,108.2,.,.
NFkB transloc inh,.,2.1,11.2,-13.0,-2.6,4.7,-18.1,-10.5
NFkB transloc pot cell count 2 µM,.,119,83,139,98,190,151,185

17. CCCCN1C(=O)/C(=C\c2ccco2)C(=O)N(CCc2ccccc2)C1=O
18. CC(NCc1ccccc1Cl)C(O)c1ccccc1 (centres undefined)
19. COCCOC(=O)c1c(C)n(C)c2ccc(OC(=O)N(C)C)cc12
20. Cc1ccc(CS(=O)(=O)CCC(=O)N2CCC3(CC2)OCCO3)cc1
21. Cc1cc(N)n(C2CCN(C)CC2)n1
22. O=C(NCC(c1cccnc1)N1CCOCC1)Oc1ccccc1 (centres undefined)
23. CC1CC2(O)c3no[n+]([O-])c3CCC2N1O (centres undefined)
24. OC1(c2ccc(F)cc2)CC2CCC(C1)N2Cc1nnnn1C1CCCCC1 (centres undefined)

entry no.,17,18,19,20,21,22,23,24
NFkB transloc pot,1.9,-10.1,23.2,18.6,-0.6,12.7,15.1,.
MRP resist rev,.,.,1.8,-3.0,-3.6,11.3,14.5,1.9
NFkB transloc inh cell count 2 µM,140,137,75,9,91,127,129,.
Bcl-B TR3 displacers,-5.9%,2.3%,5.2%,-2.9%,-3.6%,.,-11.6%,-5.1%
PLAP inhibitors HTS,14.2%,-4.6%,-78.9%,-18.7%,9.1%,.,2.2%,-20.3%
MRP resist rev cytotoxicity,.,.,70.9,85.8,95.9,98.3,100.4,87.1
MRP resist rev with doxorubicin,.,.,69.1,88.8,99.5,86.9,85.9,85.2
NFkB transloc inh,-1.9,10.1,-23.2,-18.6,0.6,-12.7,-15.1,.
NFkB transloc pot cell count 2 µM,140,137,75,9,91,127,129,.

25. C(#CCN1CCOCC1)COCC#Cc1ccccc1
26. Cc1ccc2c(c1)C1CN(C)CCC1N2C(=O)Nc1cccc(C(F)(F)F)c1 (centres undefined)
27. CCOC(=O)c1sc(/N=C/c2c(O)n(-c3ccccc3)c(=O)[nH]c2=O)c(C#N)c1C
28. O=C(Nc1ccc(C(F)(F)F)cc1)c1cccn(Cc2ccc3c(c2)OC(F)(F)O3)c1=O
29. CC(NC1CCCCC1)C(O)C12CC3CC(CC(C3)C1)C2 (centres undefined)
30. O=P(Nc1ccccc1)(Nc1ccccc1)Oc1cccc(Cl)c1
31. Cc1cc(N(CCCl)CCCl)ccc1/C=N/NC(=O)c1ccco1
32. CC12CN3CC(C)(CN(C1)P3(=O)Oc1ccccc1)C2=O (centres undefined)

entry no.,25,26,27,28,29,30,31,32
NFkB transloc pot,17.6,-30.4,31.6,-6.8,7.9,7.5,1.3,11.5
MRP resist rev,3.5,-4.5,.,.,10.8,.,.,-7.1
NFkB transloc inh cell count 2 µM,132,44*,213,119,195,133,137,144
Bcl-B TR3 displacers,-5.3%,-3.6%,3.3%,-3.9%,4.3%,-4.7%,-1.6%,-3.6%
PLAP inhibitors HTS,-53.4%,-12.8%,-3.2%,1.2%,-73.6%,19.9%,-17.8%,10.4%
MRP resist rev cytotoxicity,91.0,71.1,.,.,83.0,.,.,98.4
MRP resist rev with doxorubicin,87.5,75.5,.,.,72.2,.,.,105.5
NFkB transloc inh,-17.6,30.4*,-31.6,6.8,-7.9,-7.5,-1.3,-11.5
NFkB transloc pot cell count 2 µM,132,44,213,119,195,133,137,144

33. CCC1CN(C)CCC1(OC(C)=O)c1ccccc1 (centres undefined)
34. CCC(=NCCOc1ccc(Cl)cc1)c1c(O)n(C)c(=O)n(C)c1=O
35. CC12CN3CC(C)(CN(C1)C3c1cccs1)C2 (centres undefined)
36. O=C(c1cccs1)C1CN2CCC1CC2 (centres undefined)
37. CCC1(CC)C(=O)NC(=NCCc2c[nH]c3ccccc23)NC1=O
38. Oc1cccc(/C=N/NP(=S)(c2ccccc2)c2ccccc2)c1
39. O=c1c2ccccc2nc(-c2ccco2)n1-c1ccc(Br)cn1
40. CC12CNCC(C)(CNC1)C2O (centres undefined)

entry no.,33,34,35,36,37,38,39,40
NFkB transloc pot,-1.7,-7.0,-6.6,2.8,3.7,-0.8,8.7,.
MRP resist rev,11.0,4.7,5.1,5.1,6.4,.,2.3,7.9
NFkB transloc inh cell count 2 µM,110,117,77,147,128,146,162,.
Bcl-B TR3 displacers,.,-6.1%,-14.2%,-4.4%,6.2%,3.0%,18.2%,8.6%
PLAP inhibitors HTS,.,-30.5%,0.5%,28.3%,-10.6%,23.5%,26.8%,-9.1%
MRP resist rev cytotoxicity,93.5,84.8,92.7,93.7,99.9,.,88.3,106.0
MRP resist rev with doxorubicin,82.6,80.0,87.7,88.5,93.6,.,86.1,98.1
NFkB transloc inh,1.7,7.0,6.6,-2.8,-3.7,0.8,-8.7,.
NFkB transloc pot cell count 2 µM,110,117,77,147,128,146,162,.

# Single records (already shown). Order of values: NFkB transloc pot | MRP resist rev | NFkB transloc inh cell count 2 µM | Bcl-B TR3 displacers | PLAP inhibitors HTS | MRP resist rev cytotoxicity | MRP resist rev with doxorubicin | NFkB transloc inh | NFkB transloc pot cell count 2 µM
# `Oc1cccc(/C=N/NP(=S)(c2ccccc2)c2ccccc2)c1` is listed with -0.8 | . | 146 | 3.0% | 23.5% | . | . | 0.8 | 146
# `CC12CN3CC(C)(CN(C1)C3c1cccs1)C2` (centres undefined) is listed with -6.6 | 5.1 | 77 | -14.2% | 0.5% | 92.7 | 87.7 | 6.6 | 77
# `O=c1c2ccccc2nc(-c2ccco2)n1-c1ccc(Br)cn1` is listed with 8.7 | 2.3 | 162 | 18.2% | 26.8% | 88.3 | 86.1 | -8.7 | 162

# Next section.
41. Cc1ccc(P(=S)(c2ccc(C)o2)N2CCOCC2)o1
42. CN1CCN(CCC(=O)OC2CC3CCC(C2)N3C)CC1 (centres undefined)
43. CCC(=NCCO)c1c(O)n(-c2ccc(Cl)cc2)c(=O)[nH]c1=O
44. Cc1ccc(N(C)C(=O)Oc2cccc3ccc(C)nc23)cc1
45. COc1ccc2c(c1OC)C(=O)OC2c1c(O)n(Cc2ccc(F)cc2)c(=O)[nH]c1=O (centres undefined)
46. CCN(CC)CCCN=Cc1c(O)n(-c2ccccc2F)c(=O)[nH]c1=O
47. C[N+]12CCC(CC1)C(C#N)(N1CCOCC1)C2 (centres undefined)
48. Nc1c(C(=O)NCCc2ccccc2)c2nc3ccccc3nc2n1CCN1CCOCC1

entry no.,41,42,43,44,45,46,47,48
NFkB transloc pot,5.6,-5.6,10.1,3.7,.,36.5,2.2,3.0
MRP resist rev,-2.0,7.0,1.6,9.5,10.2,13.0,2.1,-5.9
NFkB transloc inh cell count 2 µM,152,79,111,149,.,126,219,196
Bcl-B TR3 displacers,0.0%,.,6.5%,2.1%,-1.5%,-7.4%,8.0%,-9.9%
PLAP inhibitors HTS,5.7%,.,-19.7%,0.2%,-33.3%,12.2%,-6.0%,-65.4%
MRP resist rev cytotoxicity,85.4,95.7,83.3,90.0,105.3,100.8,88.8,1.6
MRP resist rev with doxorubicin,87.4,88.7,81.7,80.5,95.1,87.8,86.7,7.5
NFkB transloc inh,-5.6,5.6,-10.1,-3.7,.,-36.5,-2.2,-3.0
NFkB transloc pot cell count 2 µM,152,79,111,149,.,126,219,196

49. COc1ccc(-c2nc(CS(=O)CC(=O)N3CCC4(CC3)OCCO4)c(C)o2)cc1 (centres undefined)
50. CC(N)C(=O)c1ccco1 (centres undefined)
51. CC(=NCCCO)c1c(O)n(Cc2ccccc2)c(=O)[nH]c1=O
52. CCCC(C)C(=O)NC1CCSC1=O (centres undefined)
53. CC(C)(C)C(O)C(Oc1ccc(Cl)cc1)n1cncn1 (centres undefined)

entry no.,49,50,51,52,53
NFkB transloc pot,23.6,-5.4,-10.1,-0.6,21.6
MRP resist rev,7.5,-12.6,1.1,-18.3,-19.6
NFkB transloc inh cell count 2 µM,38,99,132,120,103
Bcl-B TR3 displacers,-0.8%,-1.1%,.,-3.7%,-8.8%
PLAP inhibitors HTS,-30.8%,-3.0%,.,11.1%,-7.1%
MRP resist rev cytotoxicity,92.7,84.6,95.8,92.5,90.4
MRP resist rev with doxorubicin,85.2,97.2,94.7,110.7,110.0
NFkB transloc inh,-21.1,5.4,10.1,0.6,-21.6
NFkB transloc pot cell count 2 µM,38,99,132,120,103

# An excerpt of these results, with two lines to a compound.
# Second line of a record: NFkB transloc pot	MRP resist rev	NFkB transloc inh cell count 2 µM	Bcl-B TR3 displacers	PLAP inhibitors HTS	MRP resist rev cytotoxicity	MRP resist rev with doxorubicin	NFkB transloc inh	NFkB transloc pot cell count 2 µM
28) O=C(Nc1ccc(C(F)(F)F)cc1)c1cccn(Cc2ccc3c(c2)OC(F)(F)O3)c1=O
    -6.8	.	119	-3.9%	1.2%	.	.	6.8	119
41) Cc1ccc(P(=S)(c2ccc(C)o2)N2CCOCC2)o1
    5.6	-2.0	152	0.0%	5.7%	85.4	87.4	-5.6	152
21) Cc1cc(N)n(C2CCN(C)CC2)n1
    -0.6	-3.6	91	-3.6%	9.1%	95.9	99.5	0.6	91
50) CC(N)C(=O)c1ccco1 (centres undefined)
    -5.4	-12.6	99	-1.1%	-3.0%	84.6	97.2	5.4	99
25) C(#CCN1CCOCC1)COCC#Cc1ccccc1
    17.6	3.5	132	-5.3%	-53.4%	91.0	87.5	-17.6	132
9) CCc1sc(C(=O)N2CCC3(CC2)OCCO3)cc1Br
    .	6.3	.	-0.9%	-52.0%	88.2	81.9	.	.
24) OC1(c2ccc(F)cc2)CC2CCC(C1)N2Cc1nnnn1C1CCCCC1 (centres undefined)
    .	1.9	.	-5.1%	-20.3%	87.1	85.2	.	.
